V1R ag counter – counter-screen for oxytocin receptor agonists: human V1a receptor agonists | P37288 | CHO-V1R cells, Fluo-8 calcium fluorescence, agonist mode; 0% DMSO, 100% 3 nM vasopressin | activation, % at 3 µM | hit rate 0.25% among 320,000;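 active = activation above the mean activation of all tested compounds plus 3 SD, per screening run, cut at about 20% in these data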;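 also: signal is peak over basal fluorescence ratio across a 100 second FLIPR read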
NALP1 inh – inhibitors of NALP1 inflammasome in yeast; S. cerevisiae NALP1/ASC/caspase-1 growth, X-gal OD620, 72 h; inhibition, % at 10 µM; hit rate 0.61% among 280,000; in the data active = inhibition mostly above about 24%, no sharp cut-off; inactive = mostly below about 32%; also: some compounds called inactive have numbers as strong as hits
MEKK2 mut-MEK5 – signal of MEK5 binding to mutant human MEKK2 PB1 domain; bead flow cytometry, Alexa488-MEK5 binding to MEKK2 mutant; percent response, % at 10 µM; hit rate 0.35% among 290,000; in the data active = percent response above about 24%, passing the limit was not always enough; also: inactives centre near 1; some results filed as inactive read as strong as hits; reference of the scale not given here
GalR3 antag – antagonists of human GalR3 | O60755 | HEK293 GalR3-CNG cAMP membrane potential fluorescence; galR3 body fused to GalR1 C-terminus | inhibition, % at 3 µM | hit rate 0.44% among 360,000 | AID 651719;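 active = inhibition above the screen-wide average plus 3 SD, cut at about 13% in these data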;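 also: forskolin and galanin both at EC90 stimulate the cells; cAMP rise reported by CNG channel membrane potential dye signal; 0% = forskolin plus galanin with DMSO and 100% = forskolin alone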
PHOSPHO1 inh – inhibitors of human PHOSPHO1 phosphatase; recombinant PHOSPHO1, absorbance phosphatase assay; inhibition, % at 13.3 µM; hit rate 1.1% among 290,000; AID 1565; in the data active = inhibition above about 60%
Target sequence (Q8TCT1 whole entry, looked up): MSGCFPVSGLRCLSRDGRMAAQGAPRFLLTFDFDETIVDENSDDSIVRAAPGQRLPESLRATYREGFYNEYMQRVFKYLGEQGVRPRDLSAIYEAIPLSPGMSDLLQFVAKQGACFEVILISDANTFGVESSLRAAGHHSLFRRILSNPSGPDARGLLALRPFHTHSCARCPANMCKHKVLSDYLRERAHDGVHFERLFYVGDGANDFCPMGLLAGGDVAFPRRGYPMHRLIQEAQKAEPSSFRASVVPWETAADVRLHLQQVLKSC
MEKK2 WT-MEK5 – raises or lowers MEK5 binding to wildtype human MEKK2 PB1 domain; bead flow cytometry, Alexa488-MEK5 binding to MEKK2 WT; actives lie on both sides; binding response (% of control), % at 10 µM; hit rate 1.1% among 290,000; AID 1531; in the data active = binding response below about 67% or above about 130%
MEKK3 PB1 HTS – modulators (inhibitors or enhancers) of MEK5 binding to human MEKK3 PB1 domain; Q99759; bead-based flow cytometry, Alexa488-MEK5 binding to MEKK3; actives lie on both sides; 0 = blocked by unlabeled MEK5, 100 = vehicle; binding response (% of control), % at 10 µM; hit rate 1.4% among 290,000;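 active = binding response more than 3 SD above or below the average of its plate-row segment, actives on both sides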;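 also: Alexa488 bead fluorescence after subtracting the streptavidin-only scavenger bead signal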
Target sequence (Q99759 whole entry, looked up, the tested form may be a part): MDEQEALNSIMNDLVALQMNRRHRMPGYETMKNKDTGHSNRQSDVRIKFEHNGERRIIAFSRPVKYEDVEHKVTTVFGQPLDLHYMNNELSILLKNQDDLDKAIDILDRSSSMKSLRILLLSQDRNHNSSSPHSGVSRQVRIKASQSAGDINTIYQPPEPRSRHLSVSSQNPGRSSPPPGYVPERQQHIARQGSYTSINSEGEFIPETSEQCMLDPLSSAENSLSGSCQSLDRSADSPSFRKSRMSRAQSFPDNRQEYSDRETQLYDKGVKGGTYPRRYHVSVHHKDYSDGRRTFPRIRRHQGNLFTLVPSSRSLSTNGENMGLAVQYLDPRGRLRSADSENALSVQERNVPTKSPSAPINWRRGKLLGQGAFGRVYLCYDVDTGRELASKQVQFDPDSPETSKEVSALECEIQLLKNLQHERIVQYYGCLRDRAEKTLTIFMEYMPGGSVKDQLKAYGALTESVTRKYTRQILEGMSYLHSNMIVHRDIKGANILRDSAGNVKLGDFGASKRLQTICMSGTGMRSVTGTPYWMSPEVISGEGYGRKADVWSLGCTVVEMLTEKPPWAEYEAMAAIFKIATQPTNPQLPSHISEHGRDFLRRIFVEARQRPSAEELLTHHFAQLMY
OXTR ag – activates the human oxytocin receptor. CHO-OTR cells, Fluo-8 calcium fluorescence; normalized: DMSO 0%, oxytocin 100%. activation, % at 3 µM. hit rate 0.32% among 320,000. P30559;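 active = activation above the mean of all tested compounds plus 3 SD, cutoff set per screening run, cut at about 20% in these data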;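 also: peak over basal fluorescence ratio from a 100 s FLIPR kinetic read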
GPR7 antagonist – human neuropeptides B/W receptor 1 antagonism; P48145; GPR7-expressing cells, fluorescence antagonist assay; inhibition, % at 4.4 µM; hit rate 1.1% among 290,000; AID 1861; in the data active = inhibition above about 16%, passing the limit was not always enough;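 also: cells stimulated with the agonist NPW; 0% = agonist with vehicle and 100% = vehicle without agonist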
Numbers without * were called inactive; . = not tested or not shown.

SMILES	V1R ag counter	NALP1 inh	MEKK2 mut-MEK5	GalR3 antag	PHOSPHO1 inh	MEKK2 WT-MEK5	MEKK3 PB1 HTS	OXTR ag	GPR7 antagonist
CCn1c(=O)c(C(=O)NNS(=O)(=O)c2ccc(Br)cc2)c(O)c2ccccc21	-1.5	14.3	-1.0	-3.4	49.8	96.0	103.0	-2.3	-7.6
CCC(Oc1ccccc1)C(=O)N1CCN(CC)CC1 (configuration not stated)	0.1	11.1	-2.0	-0.2	2.1	98.0	97.0	0.3	4.1
O=C(O)c1ccccc1Oc1ccc(Oc2ccccc2)cc1	-0.2	5.4	2.0	-9.9	34.0	106.0	106.0	-0.9	-13.2
CC(C)CCN(C(=O)c1csnn1)C(C(=O)NC1CCCC1)c1ccc(F)cc1 (configuration not stated)	-1.4	0.1	-6.0	-10.6	-8.7	98.0	97.0	-0.6	14.9
CCOc1ccc2nc(NC(=O)CC3Oc4ccccc4NC3=O)sc2c1 (configuration not stated)	-0.3	-6.8	1.0	-2.2	19.5	103.0	99.0	0.7	1.5
CCOc1ccc(NC(=O)c2cnc3scc(C)n3c2=O)cc1	0.4	.	2.0	3.5	9.7	105.0	104.0	-1.3	-9.3
COCC(=O)Nc1nnc(Cc2ccc(OC)c(OC)c2)s1	-0.7	25.0	-3.0	-0.9	15.6	96.0	98.0	-0.3	1.7
COc1cc(C(=O)Nc2ccc(NC(=O)C3CCCCC3)nc2)cc(OC)c1OC	.	-5.3	3.0	-10.1	6.2	105.0	103.0	.	1.3
Cc1ccc(S(=O)(=O)N2CCC(C(=O)OCc3ccc([N+](=O)[O-])cc3)CC2)cc1	3.5	35.5	0.0	-2.8	18.6	100.0	118.0	1.2	-0.9
CS(=O)(=O)N(CC(=O)N1CCOCC1)c1cccc(Cl)c1Cl	0.8	25.8	1.0	-9.7	24.1	102.0	102.0	0.9	1.3
O=C(OC1CCCCC1)c1ccc(NC(=O)c2ccco2)cc1	0.5	7.6	4.0	-4.7	-17.0	104.0	100.0	-0.4	-8.2
O=C(Cn1cnc2c(oc3ccccc32)c1=O)N1CCCC1	-0.2	5.1	-5.0	-0.8	-24.3	94.0	100.0	0.1	-2.8
COCCN(CC(=O)Oc1ccccc1P(=O)(OC)OC)Cc1ccccc1	-0.6	.	10.0	-0.2	26.8	110.0	111.0	-1.1	-23.0
O=C(CCN1C(=O)C2C3C=CC(C3)C2C1=O)N1CCN(c2ccc([N+](=O)[O-])cc2)CC1 (configuration not stated)	4.5	5.8	-7.0	-3.5	-3.0	89.0	96.0	2.8	-5.7
NC(=S)NNC(=O)C12CC3CC(CC(C3)C1)C2	22.7*	25.1	-6.0	-0.5	-17.4	90.0	92.0	33.8*	9.8
Cc1cc(C)nc(SCC(=O)c2ccc(O)cc2O)n1	3.4	26.7	8.0	2.0	2.7	107.0	104.0	1.8	3.1
CC(=O)Nc1ccc(NC(=O)c2cccc3ccccc23)cc1	-0.4	11.8	14.0	-2.5	41.1	105.0	103.0	0.0	0.0
Brc1ccc(OCCCCCN2CCOCC2)cc1	0.9	-1.1	8.0	-7.2	22.9	106.0	103.0	1.9	-3.8
Cc1c(C)c2cc(Cl)c(OCC(=O)NC3CC(C)(C)NC(C)(C)C3)cc2oc1=O	0.2	19.8	-2.0	-8.7	41.2	103.0	101.0	-0.5	-11.8
O=C(CN1CCC(NC(=O)c2ccccc2F)CC1)Nc1ccc2c(c1)OCO2	-0.7	-6.4	-4.0	-5.1	40.7	108.0	95.0	-0.8	-6.5
O=C(CN1C(=O)NC2(CCCCC2)C1=O)NCCc1c[nH]c2ccccc12	0.5	7.2	3.0	-0.6	18.5	98.0	96.0	0.3	-11.3
CCN(CC(=O)Nc1ccccc1C(F)(F)F)C(=O)c1cc(S(=O)(=O)N(C)C)ccc1N1CCCC1	-0.7	-11.9	5.0	-2.5	38.3	102.0	97.0	0.1	3.0
Brc1ccc2c(c1)CN1CCCC1=N2	0.2	18.7	-2.0	-10.9	15.3	99.0	100.0	1.1	12.5
CC1(C(=O)c2ccccc2)C2c3c(ccc4ccccc34)OC(=O)C21C(=O)N1CCOCC1 (configuration not stated)	2.9	6.8	10.0	-0.1	21.5	93.0	92.0	-0.3	2.5
CNc1c([N+](=O)[O-])cnn1-c1ccccn1	1.1	20.0	3.0	-5.4	24.5	98.0	103.0	0.8	-6.7
O=c1[nH]c(C2CCN(S(=O)(=O)c3ccccc3)CC2)nc2c1nnn2Cc1ccc2c(c1)OCCO2	-0.1	18.2	5.0	6.5	12.6	97.0	102.0	0.1	13.3
CCOc1ccc(N(CC(=O)Nc2ccc(OC)cc2)C2=NC3CS(=O)(=O)CC3S2)cc1 (configuration not stated)	2.2	4.7	3.0	.	12.3	102.0	99.0	2.1	-6.7
C#CCOc1ccc(/C=N/O)cc1Cl	-0.5	1.5	0.0	-3.1	30.3	106.0	103.0	-1.2	-11.3
CCCC(=O)NCCc1nc2ccccc2n1CCC	0.0	.	6.0	.	6.3	101.0	100.0	0.1	12.8
O=C(c1ccccc1Nc1ccc(SC(F)F)cc1)N1CCCCC1	-1.3	6.2	0.0	-5.1	-1.6	101.0	103.0	-1.1	9.0
COc1ccccc1NC(=O)CCCn1c(=S)[nH]c2ccccc2c1=O	1.6	2.1	-3.0	-6.2	-14.1	100.0	106.0	-0.9	-9.5
COC(=O)c1cc(NC(=O)c2cc(-c3ccc(OC)cc3)oc2C(F)(F)F)ccc1N1CCOCC1	-0.3	.	-1.0	-0.9	12.9	95.0	93.0	-0.8	2.8
O=C(NCC(=O)N(c1ccccc1)C(C(=O)NC1CCCCC1)c1ccncc1)c1ccco1 (configuration not stated)	-0.1	-5.0	0.0	-1.7	18.3	99.0	98.0	1.5	25.0
Cc1ccccc1OC(=O)C1C(c2ccccc2)C(C(=O)O)C1c1ccccc1 (configuration not stated)	0.2	-9.2	1.0	2.3	-2.2	105.0	101.0	0.1	4.8
COc1ccc(CCNc2nc(N3CCCCC3)nc(N3CCCCC3)n2)cc1OC	0.1	11.7	4.0	-4.7	-6.1	105.0	102.0	-1.7	14.7
Cn1cnc([N+](=O)[O-])c1SCC(O)CCl (configuration not stated)	0.1	-7.9	1.0	-5.1	-27.1	104.0	103.0	0.1	-22.5
O=C1/C(=C\c2ccc(-c3ccccc3[N+](=O)[O-])o2)C(c2ccccc2)=NN1c1ccccc1	1.2	-1.4	1.0	3.1	-3.3	90.0	92.0	1.3	-9.7
O=C(NCc1ccc(Cl)cc1)c1cc2c(nc3sccn32)s1	3.1	-28.0	-1.0	-1.4	66.1*	98.0	100.0	0.5	-14.8
O=C(Cc1ncc(C(F)(F)F)cc1Cl)NCCc1ccccc1	-0.4	-13.4	-42.0	4.0	32.6	100.0	92.0	-0.4	-6.6
COc1cc(/C=C/c2ccc3cccc([N+](=O)[O-])c3n2)ccc1OCC#N	-0.5	13.4	4.0	-3.6	-3.4	100.0	102.0	-0.1	-11.1
COc1ccc(CCCC(=O)Nc2cc(C)ccc2OC)cc1	-0.5	.	7.0	-10.2	.	107.0	105.0	-2.3	1.2
S=C(Nc1ccccc1)N1CCCCC1	0.8	12.3	-11.0	-4.2	26.7	95.0	96.0	-0.7	-10.4
Cc1cccc2c1cnn2C(=O)CCC(=O)N1CC(C)CC(C)C1 (configuration not stated)	3.5	7.3	0.0	.	4.7	97.0	102.0	-0.6	-7.9
COCCCn1c(SCC(=O)N2CCCC(C)C2)nnc1-c1ccco1 (configuration not stated)	0.5	5.4	4.0	-1.1	15.4	101.0	101.0	0.2	-6.5
CCOc1ccc2nc(N=NC3=C(O)CC(C)(C)CC3=O)sc2c1	-0.5	-32.6	-1.0	2.6	8.6	107.0	102.0	-0.7	-2.8
Cc1ccnc(NC(=O)C2CCCN(S(=O)(=O)c3ccc4[nH]c(=O)ccc4c3)C2)c1 (configuration not stated)	0.5	8.3	5.0	-0.1	1.9	101.0	103.0	0.1	3.0
CCOC(=O)CNC(=O)CCc1nnc2ccc(N3CCC(C)CC3)nn12	-0.9	-5.3	0.0	1.3	11.4	98.0	94.0	-1.2	-8.3
CCC(C)(C(=O)NC1CCCCC1)N(Cc1cccs1)C(=O)Cc1cccs1 (configuration not stated)	-1.3	7.0	1.0	-5.8	15.0	104.0	101.0	0.1	35.5*
CCC(=O)NC(Nc1nc2ccc(C)cc2s1)(C(=O)OC)C(F)(F)F (configuration not stated)	-0.2	13.6	.	-1.1	-2.1	.	.	-0.8	-6.2
FC(F)(F)c1ccccc1NC(=S)N1CCCC1	-1.9	4.8	6.0	-3.8	29.8	101.0	102.0	-0.2	-12.4
CC(C)(C)C(=O)Nc1ccc(-c2cn3ccsc3n2)cc1	0.0	0.4	.	0.2	53.2	.	.	0.0	-2.3
Nc1cc(C(=O)OCC(=O)NC(c2ccccc2)c2ccccc2)ccc1Cl	0.1	29.8	3.0	-0.7	11.0	95.0	102.0	0.8	-1.2
CCN(CC)S(=O)(=O)c1ccc(N2CCN(CCO)CC2)nc1	-0.3	17.0	-4.0	3.2	-0.3	95.0	94.0	0.6	2.5
O=C(N/N=C\C=C\c1ccco1)c1cc(-c2ccc3ccccc3c2)n[nH]1	0.6	0.5	0.0	-4.0	-9.0	100.0	132.0*	-0.9	-7.1
CSc1cc(-c2ccccc2)n(C)c(=O)c1C#N	-0.9	5.8	-2.0	-4.0	8.0	97.0	100.0	0.1	-14.1
COc1cc2cc(CN(CCO)S(=O)(=O)c3ccccc3)c(=O)[nH]c2cc1OC	-0.6	11.1	5.0	3.6	-3.6	98.0	101.0	0.4	-10.7
COc1cccc(NC(=O)CNCc2ccccc2)c1	0.2	22.6	9.0	-4.5	.	111.0	109.0	0.4	-5.5
Cc1cccc(N(Cc2cc3ccc(C)cc3[nH]c2=O)C(=O)c2ccco2)c1	0.4	13.3	25.0	-3.2	69.9*	125.0	133.0*	-0.6	-11.4
COCCn1c(SCc2csc(-c3ccccc3)n2)nc2ccccc21	3.5	5.8	-2.0	-6.8	-10.8	103.0	104.0	6.6	8.2
O=C(Nc1cccc(C(F)(F)F)c1)c1cccc(NS(=O)(=O)c2ccc(Br)c(C(=O)O)c2)c1	0.6	9.0	0.0	-4.4	32.5	112.0	107.0	-0.2	-8.2
CCOc1ccc(CNC(=O)CCc2cn(C)c3ccccc23)cc1OC	-0.2	-2.1	-12.0	1.6	43.8	66.0	52.0	-1.7	-10.8
CCN(CC)C(=O)COc1ccc(-c2ccccc2)cc1	1.4	3.2	14.0	-1.0	-11.4	106.0	109.0	0.4	-1.6
CCOc1ccc2c(c1)nc(SCC(=O)c1cccs1)n2C	-0.7	12.3	.	-3.5	-100.4	.	.	-2.4	-12.8

Gathered by group: the entries above with a COOH group (3)
SMILES	V1R ag counter	NALP1 inh	MEKK2 mut-MEK5	GalR3 antag	PHOSPHO1 inh	MEKK2 WT-MEK5	MEKK3 PB1 HTS	OXTR ag	GPR7 antagonist
O=C(O)c1ccccc1Oc1ccc(Oc2ccccc2)cc1	-0.2	5.4	2.0	-9.9	34.0	106.0	106.0	-0.9	-13.2
Cc1ccccc1OC(=O)C1C(c2ccccc2)C(C(=O)O)C1c1ccccc1 (configuration not stated)	0.2	-9.2	1.0	2.3	-2.2	105.0	101.0	0.1	4.8
O=C(Nc1cccc(C(F)(F)F)c1)c1cccc(NS(=O)(=O)c2ccc(Br)c(C(=O)O)c2)c1	0.6	9.0	0.0	-4.4	32.5	112.0	107.0	-0.2	-8.2

High-throughput results deposited in PubChem BioAssay by several laboratories.

Rows were taken by chance. Share with any hit: about 5.4%.
